# Mtb RmlCD inh – M. tuberculosis RmlC/RmlD coupled enzyme inhibitors, primary screen, biochemical, compound mixtures, 384-well, from 1536-well plates | dTDP-4-dehydrorhamnose reductase (Mycobacterium tuberculosis (strain ATCC 25618 / H37Rv)) … | RmlC+RmlD coupled enzyme assay, percent inhibition; primary screen in compound mixtures | inhibition, % at 3.6 µM | actives 0.03% (n = 160,000) | AID 1533, 2009; in the data active means inhibition mostly above about 34%, no sharp cut-off; inconclusive means no clear call, values can overlap the other calls; inactive means mostly below about 22%; further: some results filed as inactive read as strong as hits
# Target sequence (P9WH09 whole entry, looked up): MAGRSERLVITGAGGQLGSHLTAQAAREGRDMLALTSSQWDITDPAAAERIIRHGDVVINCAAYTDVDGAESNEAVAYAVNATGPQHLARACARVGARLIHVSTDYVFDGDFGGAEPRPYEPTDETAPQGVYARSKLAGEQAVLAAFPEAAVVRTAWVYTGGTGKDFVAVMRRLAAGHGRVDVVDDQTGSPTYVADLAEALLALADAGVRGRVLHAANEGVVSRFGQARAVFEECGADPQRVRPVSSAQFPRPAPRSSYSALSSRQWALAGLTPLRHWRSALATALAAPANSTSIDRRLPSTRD
# Target sequence (P9WH11 whole entry, looked up): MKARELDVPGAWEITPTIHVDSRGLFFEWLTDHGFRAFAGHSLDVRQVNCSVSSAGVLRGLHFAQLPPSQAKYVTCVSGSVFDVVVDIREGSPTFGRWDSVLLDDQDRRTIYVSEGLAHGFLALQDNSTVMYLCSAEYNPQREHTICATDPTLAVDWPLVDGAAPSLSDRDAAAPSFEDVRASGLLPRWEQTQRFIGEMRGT
# M. tuberculosis GlmU – inhibition of mycobacterial GlmU enzyme – biochemical, glucosamine-1-phosphate acetyltransferase (AID 1376); Bifunctional protein GlmU (Mycobacterium tuberculosis (strain ATCC 25618 / H37Rv)); M. tuberculosis GlmU acetyltransferase enzyme assay; higher % means a stronger effect; inhibition, %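 (tested at 30 µM in the primary screen)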; hits with a dose series show IC50 in µM; actives 0.25% (n = 220,000); in the data active means inhibition above about 13%; inconclusive means no clear call, values can overlap the other calls;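 further: 0% = complete reaction with vehicle and 100% = reaction without substrate; strong numbers were not always called active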
# Starred values were filed as active, the others as inactive; ? = inconclusive; / = not tested or not shown.
# Start of the data: the first 4 compounds as a preview:
molecule | Mtb RmlCD inh | M. tuberculosis GlmU
CCOc1ccccc1NC(=O)CSc1ncnc2c1oc1ccccc12 | -4.1 | 3.2%
O=C(Cc1ccccc1[N+](=O)[O-])Nc1ccccc1C(=O)N1CCCC1 | 9.7 | 3.0%
COc1cccc(C(=O)N/N=C/c2cn[nH]c2-c2ccc(OC)cc2OC)c1 | / | -4.3%
COc1ccc(C(C)NC(=O)c2cccc([N+](=O)[O-])c2)cc1OC (stereo unspecified) | -13.1 | -3.6%

# Main list, repeating the preview:
molecule | Mtb RmlCD inh | M. tuberculosis GlmU
CCOc1ccccc1NC(=O)CSc1ncnc2c1oc1ccccc12 | -4.1 | 3.2%
O=C(Cc1ccccc1[N+](=O)[O-])Nc1ccccc1C(=O)N1CCCC1 | 9.7 | 3.0%
COc1cccc(C(=O)N/N=C/c2cn[nH]c2-c2ccc(OC)cc2OC)c1 | / | -4.3%
COc1ccc(C(C)NC(=O)c2cccc([N+](=O)[O-])c2)cc1OC (stereo unspecified) | -13.1 | -3.6%
CSc1nc2ccc(NC(=O)C3CC(=O)N(Cc4ccco4)C3)cc2s1 (stereo unspecified) | 0.9 | 1.0%
Cc1ccc(C(c2sc3nc(C)nn3c2O)N2CCN(C(=O)c3ccco3)CC2)cc1 (stereo unspecified) | / | -3.0%
COc1ccc(CN2C(=S)NC(C)(C)CC2(C)O)cc1 (stereo unspecified) | 3.6 | 8.3%
CCCCn1nnnc1SCC(=O)c1ccc(C)c(C)c1 | 9.4 | -2.5%
CCOC(=O)c1cccnc1SCc1cc(=O)n2ccccc2n1 | -3.3 | -5.8%
O=C(c1ccc([N+](=O)[O-])cc1)N(Cc1ccc(Br)cc1)N1C(=O)CCCC1=O | -1.9 | 2.3%
O=C(Nc1ccccc1C(=O)OCC(=O)N1CCc2ccccc2C1)c1ccco1 | -3.1 | -2.5%
O=C(CN1CCSC1=NCc1ccccc1)c1ccc(Cl)cc1 | / | -1.0%
CCC(=O)N1CCc2cc(Br)cc(S(=O)(=O)CCC(=O)NCCc3ccccc3)c21 | / | 0.3%
Cc1nc2c(-c3ccccc3)c(C)nn2c(C)c1CCC(=O)NC(C)CCc1ccco1 (stereo unspecified) | -10.4 | -2.9%
O=C(Cn1cnc([N+](=O)[O-])n1)N/N=C/c1cccc(Cl)c1 | -2.4 | -3.8%
Cc1ccc(C(NC(=O)N2CCN(C)CC2)C(Cl)Cl)cc1F (stereo unspecified) | 2.8 | 0.2%
Cc1c(NC(=S)Nc2ccccc2)c(=O)n(-c2ccccc2)n1C | -9.5 | 7.0%
CCc1cc(C(=O)N=Nc2c(O)[nH]c3c(Br)cc(Br)cc23)c2ccccc2n1 | / | 1.6%
COc1ccccc1CNC(=O)CN1CCC(n2cnc3cc(F)ccc32)CC1 | / | -0.9%
Cc1nn(C)c(C)c1CNC(=O)Nc1cccc(Cl)c1 | 6.6 | 5.9%
Fc1ccc(NC(=S)Nc2cccc3cnccc23)cc1 | 3.7 | 1.7%
COc1ccc(NC(=O)/C=C/c2ccc3c(c2)OCO3)cc1 | -0.9 | -5.9%
N#Cc1ccc(OCC(=O)Nc2cc(S(=O)(=O)N3CCCCC3)ccc2N2CCCCC2)cc1 | -13.6 | -4.1%
COc1ccc2nc(Nc3ccc4c(c3)OCO4)sc2c1 | 4.7 | 2.9%
CC1(C)Cc2cccc(OCC(=O)Nc3cccnc3)c2O1 | -5.5 | 3.4%
C=CCn1c(COc2cccc(C)c2)nnc1SCC(=O)NC(=O)NCc1ccco1 | 13.4 | -1.4%
CC1CCCCN1c1nnc(N)s1 (stereo unspecified) | -13.6 | 0.0%
COc1ccc(-c2cc(C(=O)N3CCOCC3)c3cc(C)ccc3n2)cc1 | 0.2 | 2.9%
COc1cccc(N/C=C/C(=O)c2ccc(Br)cc2)c1 | / | 2.9%
CCOC(=O)C1CCN(c2ncnc3c2c(-c2ccccc2)cn3-c2ccc(C)cc2)CC1 | 7.4 | 3.1%
O=C(CCCn1c(=O)[nH]c2ccccc2c1=O)NCCSCc1ccccc1 | -1.7 | -2.8%
CCN1CCN(Cc2ccc(NC(=O)c3cc(NC(=O)c4ccno4)cc(OC)c3)cc2C(F)(F)F)CC1 | / | -8.3%
Cc1ccc2c(c1)Sc1c(ccc3ccccc13)N2 | -9.9 | 4.1%
CC1CCOC2(O1)C(=O)N(CN1CCN(c3ccccc3F)CC1)c1ccccc12 (stereo unspecified) | 1.1 | /
CCOCC(=O)Nc1cc([N+](=O)[O-])ccc1C | -3.5 | -9.1%
COc1nonc1NC(=O)CSc1nc2ccccc2[nH]1 | 7.3 | 2.5%
Nc1c(N)c2ccccc2oc1=O | -1.7 | 1.7%
CCn1c(SCC(=O)Nc2sc3c(c2C(N)=O)CCC(C)C3)nnc1-c1ccco1 (stereo unspecified) | / | 0.7%
CCN(CC)CCCNC(=O)c1cc(-c2cccc(Cl)c2)on1 | 0.3 | -3.4%
Cc1ccc(-c2csc(NC(=O)CCCc3cccs3)n2)cc1 | 2.8 | 1.4%
Nn1c(SCc2cc([N+](=O)[O-])cc3c2OCOC3)nnc1-c1cccnc1 | 2.0 | -1.8%
O=C(NCCN1CCOCC1)c1cc(Sc2ccccc2Cl)nc2ccccc12 | -7.6 | 0.6%
CC(=O)c1cccc(NC(=O)CSCc2ccc(Br)cc2)c1 | / | -3.7%
Cc1ccc(N(CC(=O)Nc2ccc3c(c2)OCCO3)S(=O)(=O)c2c(C)n[nH]c2C)cc1 | / | 2.3%
CN(CC(=O)N1CCCC1)S(=O)(=O)c1ccc2ccccc2c1 | -14.3 | 8.1%
CC1=CC(C)(C)N2C(=O)C3(C(C#N)=C(N)OC4=C3C(=O)CC(C)(C)C4)c3cccc1c32 (stereo unspecified) | -6.6 | 2.5%
COCc1ccc(C(=O)N2CCc3c([nH]c4ccccc34)C2c2ccccn2)s1 (stereo unspecified) | -9.9 | -2.5%
O=C(c1ccc(Cl)cc1)C1CCN(C(=O)C2CC2)CC1 | / | -0.7%
CCOC(=O)c1sc(NC(=O)CSc2nnc(C(C)C)n2C)nc1C | / | -9.4%
Cc1ccc(/C=N/N2CCN(c3ccc(Cl)cc3)CC2)o1 | -4.6 | 1.7%
CN1CC(=O)N(CC(=O)NCCc2ccc(F)cc2)c2ccccc2C1=O | / | -3.6%
CCC(C)(C#CCN1CCCCC1)OC(C)=O (stereo unspecified) | -7.8 | -7.2%
CSCCC(NC(=O)OC(C)(C)C)C(=O)NC(CC(C)C)C(N)=O (stereo unspecified) | 13.1 | 0.5%
COc1ccc2c(c1)Cc1sc(NC(=O)c3ccccc3)nc1-2 | -8.9 | 1.5%
COc1cccc(OCCNC(=O)Nc2cc(F)c(F)cc2Cl)c1 | -14.6 | -0.7%
Cc1nc2ccccn2c1P(=S)(N1CCCCC1)N1CCCCC1 | 6.3 | /
COc1ccc(CC(=O)Nc2ccc(S(=O)(=O)Nc3nc(C)cc(C)n3)cc2)cc1 | 14.8 | 0.0%
CC1CC(C)(C)NC(=S)N1CCC(=O)N1CCN(c2ccccc2)CC1 (stereo unspecified) | 1.3 | 1.1%
O=C(CCCCN1CCCCC1)c1ccc2c(c1)Cc1ccccc1-2 | 3.6 | -10.2%
N=c1n(CC(=O)c2ccc([N+](=O)[O-])cc2)c2ccccc2n1Cc1ccccc1Cl | -2.0 | -0.7%

# (cont.)
molecule | Mtb RmlCD inh | M. tuberculosis GlmU
COCCOC(=O)c1c(C)oc2ccc(OC(=O)c3ccco3)cc12 | / | -1.4%
Cc1ccnc(Nc2nc3ccccc3o2)n1 | -8.3 | -4.2%
CCCN(C(=O)c1cccs1)c1nnc(-c2ccncc2)s1 | -5.9 | /
CC1CCCN(CC(O)COc2ccc3c(c2)OCO3)C1 (stereo unspecified) | 6.6 | -3.9%
OCC1(Cc2ccccc2C(F)(F)F)CCN(Cc2ccc3c(c2)CCO3)CC1 | / | -5.4%
Nc1c(C(=O)Nc2ccccc2F)sc2nc(-c3cccnc3)ccc12 | 2.6 | -2.8%
CCCOc1ccc(/C=N/NC(=O)CN(c2ccc(OCC)cc2)S(C)(=O)=O)cc1 | -3.2 | -4.5%
NC(=O)N1CCC2(CC1)NC(=O)N(c1ccccc1)N2 | -9.7 | -0.8%
CC(=O)c1cccc(NC(=O)CSc2nnc(-c3ccc(S(=O)(=O)N4CCCC4)cc3)o2)c1 | / | 1.3%
Cc1cc(-c2nnc(CCC(=O)N(C)CCc3ccccc3)o2)no1 | -2.1 | -1.9%
CCN(C(=O)COC(=O)c1cc(S(=O)(=O)N2CCOCC2)c(Cl)cc1Cl)C1CCS(=O)(=O)C1 (stereo unspecified) | 7.4 | 0.9%
CC1CN(c2ccccc2)C(=O)CS1 (stereo unspecified) | -5.6 | 1.7%
O=C(/C=C/c1ccc([N+](=O)[O-])cc1)NCCSc1ccccc1 | 2.4 | -4.0%
O=C(c1cc(-c2cccs2)nc2ccccc12)N1CCN(c2ccccc2)CC1 | 10.2 | -2.9%
O=C1c2ccccc2NC(c2ccccc2)N1c1ccc(O)cc1 (stereo unspecified) | 16.0 | -1.9%
CCOC(=O)NNC(=O)C12CC3CC(CC(C3)C1)C2 | -5.4 | -0.1%
COc1ccccc1C(=O)NCCn1ccc2ccccc21 | -1.0 | -2.3%
CCn1ncc(/C=C/C(=O)Nc2c(C)nn(CC)c2C)c1C | 71.5 | 8.8%
O=C(Nc1ccc2c(c1)CCC2)c1cccc(F)c1 | 11.5 | 0.5%
CCCCC(=O)OCC(=O)c1[nH]c(C)c(C(C)=O)c1C | / | -1.9%
CN(Cc1cn(-c2ccccc2)nc1-c1ccc(Cl)cc1)C(=O)CCC(=O)O | -11.9 | 5.3%
C/C(=N\NC(=S)NC1CCCCC1)c1ccccc1 | -1.1 | 4.0%
O=C(/C=C/c1ccc2c(c1)OCO2)N1CCN(c2n[nH]c(=O)[nH]c2=O)CC1 | 1.3 | 3.7%
COc1cc2c(cc1OC)C1=C(C#N)CC/C(=N\S(=O)(=O)c3ccccc3)N1CC2 | 7.4 | -2.6%
CCO[C@H]1OC(C(=O)N2CCN(C)CC2)=C[C@@H](C)[C@@H]1CCCO | / | 0.6%
CC1(C)Cc2c(sc3nc4n(-c5ccccc5)c(=O)c(CCC(=O)O)nn4c(=O)c23)CO1 | 20.5 | 5.8%
COc1ccc(OCC(O)COc2ccc(OC)cc2)cc1 | / | -2.6%
O=C(C1CC1)N1CCc2cc(Br)cc(S(=O)(=O)N3CCOCC3)c21 | 3.9 | -5.7%
O=C1CC(=C(c2ccccc2)c2ccccc2)C(=O)N1CCCCN1CCN(c2ccccc2)CC1 | ? | -0.6%
C#CCOCCOCCOCCNc1nc(N2CCOCC2)nc(N2CCN(C(=O)[C@H](Cc3cc4ccccc4[nH]3)n3cc([C@@H](N)C(C)CC)nn3)CC2)n1 (stereo partly specified) | / | -0.4%
COC(=O)c1ccc(C)c(NC(=O)CN(c2ccccc2)S(=O)(=O)N(C)C)c1 | 0.3 | 0.1%
CS(=O)(=O)N(CC(=O)Nc1ccccc1-c1ccccc1)c1ccccc1 | 9.5 | -4.9%
O=C1CCC/C1=C\Nc1ccc(Cl)c([N+](=O)[O-])c1 | -11.2 | 7.3%
Cc1ccccc1/C=N/NC(=O)CSc1nc2ccccc2o1 | / | 5.6%
Cc1ccn(CCC(=O)N2CCCC(CCC(=O)N3CCN(c4ccccn4)CC3)C2)n1 (stereo unspecified) | / | 2.2%
CCCCNC(=S)N(C)/N=C/c1ccc2c(c1)OCO2 | 13.3 | -2.2%
CCOC(=O)c1ccc(NC(=S)N(CCN(C)C)Cc2cccs2)cc1 | 5.3 | 1.3%
COc1ccc(-c2[nH]ncc2C2N=C(N)Nc3nc4ccccc4n32)cc1 (stereo unspecified) | 10.9 | -3.7%
COC(=O)c1cccc(NC2CC(=O)N(c3ccc(OC)c(OC)c3)C2=O)c1 (stereo unspecified) | / | 5.4%
Nc1ccccc1SC1CC(=O)N(c2ccc3c(c2)OCO3)C1=O (stereo unspecified) | 6.9 | -2.5%
CCOC(=O)c1[nH]c(C)c(C(=O)OCC(=O)N2CC(=O)Nc3ccccc32)c1C | 0.1 | -2.9%
N#Cc1ccc(CSc2nnc3ccccn23)cc1 | 1.8 | -5.1%
CCn1c(-c2ccc(F)cc2)cnc1SCC(=O)N1CCc2ccccc21 | / | -1.1%
CCOc1ccc(-n2c(O)c(C=NCCN(CC)CC)c(=O)[nH]c2=O)cc1 | -7.8 | 4.6%
CCC1=C(OC(=O)N(CC)CC)N2C(=O)OC(=NCCc3c[nH]c4ccccc34)[C@]2(Cc2ccccc2)[C@H]2C1=CC[C@H]1C(=O)N(CC)C(=O)[C@H]12 | / | 3.2%
Cc1n[nH]c(C)c1Sc1ccccc1N | -9.0 | -1.7%
COc1ccc(-n2c(SCC(=O)Nc3nc(C)cs3)nnc2-c2ccoc2C)cc1 | 3.0 | 2.8%
CC1Cc2ccccc2N1C(=O)/C=C/c1cccc(F)c1 (stereo unspecified) | -8.8 | 6.2%
O=C(NCc1cccnc1)c1sc2cc(Cl)ccc2c1Cl | / | 2.8%
COc1ccccc1-c1ccc(=O)n(CC(=O)NC2CCc3ccccc32)n1 (stereo unspecified) | -6.8 | 7.2%
CN(C)S(=O)(=O)c1ccc(C(=O)OCc2ccc(C#N)cc2)cc1 | / | -1.6%
CC(=O)N1CCc2cc(S(=O)(=O)CCC(=O)N3CCN(c4ccccn4)CC3)ccc21 | -3.8 | 4.0%
CCOCCCNC(=O)c1ccccc1OC1CCN(S(C)(=O)=O)CC1 | / | -2.2%
C=CCC1(O)C(=O)Nc2ccccc21 (stereo unspecified) | 3.7 | 1.4%

# Screening results: PubChem, several laboratories

# Some of the compounds tested; rates above refer to the full screens.
